Compound activity: PubChem, National Center for Advancing Translational Sciences (NCATS)
SW480 rerep = DNA re-replication induction in SW480 cells; SW480 DNA re-replication, Hoechst DNA content imaging, 48 h; hit rate 1.8% among 340,000; AID 624297; Potency, µM (highest dose often 46.1 µM), inactives show at the highest dose re-replication activation, actives largely listed as activators; note: potency is the fitted concentration of half-maximal effect; % of control where 0% means no effect; nearly all actives have a fitted effect of over 55% in size
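Per well, 250 cells were exposed to pinned compound for 48 hr. Nuclear DNA was visualised with Hoechst (40 min, 37 C) and total object intensity recorded by fluorescence scanning.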
IL-1B inflam inh = inflammasome signaling inhibition, IL-1 beta readout. THP-1 LPS/ATP IL-1B secretion, AlphaLISA, 16 h; stronger effect = lower value. activity change, % at 57.5 µM. hit rate 4.7% among 360,000; in the data active = activity change below about -50%; inconclusive = mostly about -30% to -49%; note: % is set by controls: 0 for no effect and ±100 for the full control effect
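Secreted IL-1B measured by AlphaLISA bead assay after 16 h compound exposure of THP-1 cells; compounds (final up to 57.5 uM) added 1 h before LPS (250 ng/mL) and ATP (1.25 mM) stimulation; lower signal means less secretion.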
KB-3-1 cytotox = kills parental KB-3-1 adenocarcinoma cells; KB-3-1 viability, CellTiter-Glo ATP luminescence, 72 h; Potency, µM (top dose mostly 46.1 µM), for inactives: at the highest dose activity change, negative = cytotoxic, hits mostly cytotoxic; hit rate 1.4% among 400,000; AID 1347075; note: potency is the fitted concentration of half-maximal effect; % is set by controls: 0 for no effect and ±100 for the full control effect; nearly all actives have a fitted effect of over 60% in size
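KB-3-1 parental drug-naive adenocarcinoma cells in DMEM/10% FBS, incubated 72 h at 37 C with pin-transferred compounds across a concentration series. Viability by CellTiter-Glo luminescence; concentration-response curves fitted after normalization.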
HT1080NT lethal = kills 2HG-producing HT-1080-NT fibrosarcoma cells; Potency, µM (doses to about 46.1 µM), for the others: at the top dose activity, negative = less viability, actives largely listed as cytotoxic; HT-1080-NT fibrosarcoma viability, CellTiter-Glo ATP luminescence, 48 h; hit rate 1.6% among 360,000; AID 686970;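 note: NT is the 2HG producing partner of a matched IDH1 knockdown line; potency is the fitted concentration of half-maximal effect; 0% = DMSO-treated cells and -100% = media-only wells without cells; nearly all actives have a fitted effect of over 55% in size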
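Fibrosarcoma NT cells, 750 per well in 5% FBS RPMI, were exposed to compound for 48 hours. Viability: CellTiter-Glo luminescence.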
HT1080 IDH1KD tx = kills HT-1080 cells with IDH1 knockdown | HT-1080 IDH1 knockdown viability, ATP luminescence, 48 h | Potency, µM (highest dose often 46.1 µM), without a hit: at the highest dose activity, negative = toxicity, hits mostly cytotoxic | hit rate 2% among 360,000;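 note: potency is the fitted concentration of half-maximal effect; 0% = DMSO wells and -100% = cell-free medium wells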
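CellTiter-Glo luminescence after 48 h compound exposure at 37 degrees C of IDH1-knockdown HT-1080 cells in 5% FBS RPMI. %Activity scaled between DMSO wells and cell-free media wells, with curves fitted and assigned curve classes.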
ATXN2 expr inh = reduces ATXN2 reporter expression in HEK-293 cells; AID 1745845; Potency, µM (series often up to 57 µM), for inactives: at the top dose activity change, negative = inhibition, hits mostly inhibitors; HEK-293 ATXN2-luciferase reporter, luminescence, 24 h; hit rate 0.72% among 360,000; note: potency is the fitted concentration of half-maximal effect; % is set by controls: 0 for no effect and ±100 for the full control effect; nearly all actives have a fitted effect of over 55% in size
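qHTS (up to 57 uM final) was run with 24 h compound exposure of reporter cells at 37 °C. Each well was multiplexed: SteadyGlo luminescence measured ATXN2-luciferase expression after a fluorogenic Gly-Phe-AFC viability readout (25 uM final).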
S2 tox = reduces viability in counter-screen for ATXN expression inhibitors. S2 cells (HEK-293 line with an ATXN2-luciferase reporter) viability, CellTiter-Fluor protease fluorescence, 24 h. Potency, µM (top dose mostly 56.7 µM), hits mostly cytotoxic. hit rate 0.49% among 400,000. AID 651635; note: potency is the fitted concentration of half-maximal effect; nearly all actives have a fitted effect of over 40% in size
MCF10A rereplic = DNA re-replication induction in MCF 10a cells; MCF 10A DNA re-replication, Hoechst nuclear intensity, 48 h; Potency, µM (titrated, usually from 46.1 µM), for inactives: at the highest dose activity, positive = re-replication, usual class: activators; hit rate 2.9% among 350,000; note: potency is the fitted concentration of half-maximal effect; % of control where 0% means no effect; nearly all actives have a fitted effect of over 50% in size
KB-V1 MDR tox = kills drug-selected multidrug resistant KB-V1 cells; KB-V1 MDR cells viability, CellTiter-Glo, 72 h; Potency, µM (top dose mostly 46.1 µM), for the others: at the highest dose activity change, negative = cytotoxicity, most hits filed as cytotoxic; hit rate 3.4% among 400,000; AID 1347076; note: potency is the fitted concentration of half-maximal effect; % is set by controls: 0 for no effect and ±100 for the full control effect; nearly all actives have a fitted effect of over 60% in size
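Drug-selected KB-V1 cells, grown in DMEM lacking phenol red with 10% FBS, receive compound titrations; after three days at 37 degrees C, surviving cell ATP is quantified by CellTiter-Glo luminescence and responses normalized and curve-fitted.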
The depositor's hits bear a star; i = inactive; ? = inconclusive; · = no result given; [ ] = another dose, or the depositor's remark. Unless noted, calls come from the whole dose curve; as a rule, active = well fitted curve in the direction sought with a large enough effect; inconclusive = small, poorly fitted or top-dose-only effect, or another doubt; inactive = no such curve, though single readings can be large; an effect the other way counts as inactive or inconclusive. Compounds as they come (roughly 11% active in at least one column).

The opening two compounds as a preview:
SMILES | SW480 rerep | IL-1B inflam inh | KB-3-1 cytotox | HT1080NT lethal | HT1080 IDH1KD tx | ATXN2 expr inh | S2 tox | MCF10A rereplic | KB-V1 MDR tox
CC(=O)Nc1cncc(-c2cccc(C(=O)NC3CC3)c2)n1 | · | -9.5 | 0.0% | 23.0% | 7.8% | 0.3% | i | · | 4.5%
CCOc1ccccc1N=Nc1c(C)[nH]n(-c2ccccc2)c1=O | 7.8% | 60.3 | 14.6% | 9.0% | 0.0% | -15.1% | i | ? | -3.4%

The whole of this part, from the start:
SMILES | SW480 rerep | IL-1B inflam inh | KB-3-1 cytotox | HT1080NT lethal | HT1080 IDH1KD tx | ATXN2 expr inh | S2 tox | MCF10A rereplic | KB-V1 MDR tox
CC(=O)Nc1cncc(-c2cccc(C(=O)NC3CC3)c2)n1 | · | -9.5 | 0.0% | 23.0% | 7.8% | 0.3% | i | · | 4.5%
CCOc1ccccc1N=Nc1c(C)[nH]n(-c2ccccc2)c1=O | 7.8% | 60.3 | 14.6% | 9.0% | 0.0% | -15.1% | i | ? | -3.4%
NNC(=O)c1cc2cc(Oc3ccccc3)ccc2[nH]1 | 5.8µM* | -4.2 | -2.7% | -3.1% | -21.1% | -27.4% | i | ? | 0.0%
CN(C)CC1CCC/C(=C\c2ccc(OC(=O)/C=C/c3ccccc3)cc2)C1=O (centres undefined) | ? | -110.8* | ? | -4.3% | -17.2% | 25.1µM* | · | 4.0% | ?
CC(C)(C)OC(=O)NCCCCCNC(=O)c1nc[nH]c1C(=O)NCC(=O)OCc1ccccc1 | -76.0%[inhibitor] | -8.9 | 7.5% | -28.8% | -12.8% | -27.2% | ? | ? | ?
CCOC(=O)N1CCN(C(=O)C2CC(c3cc(OC)ccc3OC)=NO2)CC1 (centres undefined) | -5.6% | 1.5 | -3.1% | 5.2% | 3.4% | 8.1% | i | 14.2% | -11.3%
COc1ccc(OCC(=O)NC(=S)NNC(=O)COc2ccc(Br)cc2Cl)cc1 | 3.9% | -13.1 | -3.1% | -1.0% | -0.6% | -3.1% | i | -29.9% | -2.5%
Cc1ccccc1CSc1nnc(-c2ccncc2)o1 | 16.9% | 1.8 | -22.5% | 0.8% | -11.7% | · | ? | -0.1% | 4.6%
CCc1ccc(C(CC(=O)c2ccc(Cl)cc2)C(=O)O)cc1 (centres undefined) | -0.4% | 25.6 | -11.3% | 5.2% | 6.8% | 3.2% | i | -14.3% | 7.3%
COc1ccccc1NS(=O)(=O)c1ccc(C)c(C(=O)NCC(c2cccs2)N2CCOCC2)c1 (centres undefined) | 14.3% | 0.0 | -17.3% | -1.0% | -4.8% | -6.4% | i | 16.3% | -12.4%
c1ccc(Cc2nnc3sc(Nc4ccccc4)nn23)cc1 | -12.2% | 19.7 | 6.3% | 3.0% | -3.7% | 5.6% | i | -5.9% | 14.9%
COc1ccc(C(=O)/C=C/NCc2ccc(F)cc2)cc1OC | 1.0% | · | 3.8% | -20.7% | -29.0% | -3.8% | i | -12.5% | -19.6%
COc1ccc(C(=O)NCCn2cc(SCC(=O)Nc3nnc(C)s3)c3ccccc32)cc1 | 11.2% | -13.0 | 4.6% | 1.8% | -4.7% | 20.8% | i | ? | 14.4%
CC(=O)N1CCC2(CC1)CC(=O)c1cc(OCC(=O)N3CCCC3)ccc1O2 | 1.9% | -0.2 | -6.3% | -6.2% | -3.0% | · | i | -5.0% | 2.6%
COc1ccc(CC(=O)N/N=C(/C)CC(=O)N(C)c2ccccc2)cc1 | -38.1%[inhibitor] | 4.4 | 3.5% | 1.9% | 0.0% | 11.9% | i | -31.9%[inhibitor] | ?
CCn1cc(C(=O)N[C@H](C)c2ccccc2)c(=O)c2cc(F)c(N3CCN(C)CC3)cc21 | ? | -74.3* | ? | -1.2% | -14.8% | -5.1% | ? | ? | -10.2%
CCCCCN=C(C)c1c(O)c2ccccc2oc1=O | -3.2% | -1.3 | 21.7% | 14.0% | 7.8% | 82.0%[activator] | i | ? | -0.3%
CC1CCCN(S(=O)(=O)c2cc(C(=O)NCc3ccccc3Cl)n(C)c2)C1 (centres undefined) | · | · | -13.4% | · | · | -21.0% | ? | · | -23.7%
Cc1cc(Cl)ccc1OCC(=O)OCC(=O)Nc1ccc(F)c([N+](=O)[O-])c1 | -0.5% | -22.0 | -8.5% | 1.6% | 1.9% | 1.8% | i | ? | ?
Cc1cc(C)cc(NC(=O)CCc2nc3sc4c(c3c(=O)[nH]2)CCCC4)c1 | ? | -4.5 | ? | -14.2% | -13.4% | 8.91µM* | ? | ? | ?
Cc1ccc(Nc2nc3ccccc3n3cnnc23)cc1C | 5.6% | 60.6 | -3.3% | 16.6% | 24.9% | -1.8% | i | 8.0% | 1.5%
CCn1cc(C(=O)OCc2ccccc2)c(=O)c2ccc(C)nc21 | -5.6% | -9.7 | 0.0% | -2.9% | 7.3% | -4.7% | i | 0.0% | 6.1%
O=C1c2cc(O)cc(O)c2C(=O)c2c1cc(O)c([C@@H](CO)CCO)c2O | -12.2% | 0.4 | -0.1% | -11.2% | -2.4% | -3.4% | ? | 3.2% | 0.0%
CCOC(=O)Cn1c(-c2cccnc2Cl)nc2cc(C)c(C)cc21 | -5.2% | -10.2 | -3.7% | -22.8% | -4.7% | 12.4% | i | -30.7%[inhibitor] | -16.7%
COc1ccc(OCC(=O)NCCNC(=O)c2ccncc2)cc1 | -7.9% | 3.1 | 17.7% | -6.2% | 10.3% | 6.0% | i | 5.4% | 19.5%
CC(=O)NN1C(=O)/C(=C2/Sc3ccccc3N2C)SC1=S | -17.5% | 18.7 | -3.3% | 5.4% | 11.8% | · | i | 0.5% | 8.2%
Clc1ccccc1CSc1snnc1-c1ccccc1 | -2.2% | -20.7 | -1.3% | 12.3% | 1.4% | 23.2% | i | 11.3% | 6.7%
O=C(CC1N=C2c3ccccc3N=C(SCC(=O)Nc3ccccc3F)N2C1=O)NCc1ccc2c(c1)OCO2 (centres undefined) | · | · | 1.0% | · | · | 6.0% | i | · | 15.1%
Cc1ccc(C)c(OCCC(=O)NNC(=O)c2ccccc2)c1 | -7.8% | -5.0 | 2.1% | 12.1% | 6.3% | -2.8% | i | -15.4% | 2.5%
O=C1CC(C(=O)O)S/C(=N\N=C\c2ccc(Br)cc2)N1 (centres undefined) | -38.0% | 23.4 | 10.5% | 16.6% | -1.0% | -2.1% | i | -0.2% | ?
O=S1(=O)c2ccccc2N(Cc2cccc(C(F)(F)F)c2)c2ccccc21 | · | · | ? | · | · | -24.5% | i | · | 0.0%
COc1ccccc1N1CCN(C(CNC(=O)c2ccc3c(c2)OCO3)c2cccnc2)CC1 (centres undefined) | -2.2%[9.22 µM] | 6.6 | -1.8% | -10.8% | -17.7% | 2.3% | i | 12.2% | ?
CCn1c(SCC(=O)Nc2ccc(N3CCOCC3)cc2)nnc1-c1ccc(OC)cc1 | 3.3% | 55.3 | -8.3% | 7.4% | 6.1% | 5.4% | i | -3.7% | 16.4µM*
CCS(=O)(=O)N1Cc2ccccc2CC1C(=O)N1CCN(c2cccc(C)c2C)CC1 (centres undefined) | 0.7% | 4.0 | -6.2% | -1.8% | -3.2% | -22.8% | i | 363.1%[0.0737 µM] | -27.5%
CC(=O)c1cccc(NC(=O)c2sc3nc4n(c(=O)c3c2C)CCCC4)c1 | 9.2µM* | -16.1 | 17.3% | 9.5% | 11.8% | 0.9% | i | 4.4% | -12.4%
CC(C)CN(C(=O)CSc1nn(-c2ccc(Cl)cc2)c(=S)s1)C1CCS(=O)(=O)C1 (centres undefined) | -1.9% | -13.6 | -22.6% | -9.8% | -16.7% | -10.7% | i | 20.9% | -23.4%
CCN(C(=O)Cn1c(=O)oc2cc(S(=O)(=O)N3CCCC3)ccc21)c1ccc(OC)cc1 | -12.3% | -1.9 | -4.3% | -20.2% | -13.4% | -21.2% | i | -9.3% | ?
CC(=O)Nc1cccc(NC(=O)C2(c3cccs3)CCOCC2)c1 | · | · | 14.7% | · | · | 9.3% | i | · | 6.5%
CCc1ccc(/C=N/n2c(COc3ccccc3)n[nH]c2=S)cc1 | -4.6% | 39.8 | 0.0% | 7.0% | 10.2% | -3.9% | i | 22.1% | -1.6%
CCN(CC(=O)Nc1ccccc1C(F)(F)F)C(=O)CCSc1ccc(F)cc1 | 8.1% | -13.9 | -9.9% | -5.1% | -0.1% | -12.6% | i | 5.4% | ?
COc1cccc(CNC(=O)CCSCc2ccccc2F)c1 | -8.4% | -6.0 | -1.3% | 1.2% | -2.6% | -19.6% | i | 9.2% | -6.2%
O=C(CCN1CCCCC1)N=Nc1c(O)[nH]c2ccccc12 | 18.4µM* | -74.6* | 0.0% | -4.7% | -12.2% | -6.8% | i | 3.66µM* | 0.0%
CCCOCCc1nnc(N)s1 | -0.4% | -0.4 | 3.3% | 9.7% | 5.1% | 4.7% | i | -3.1% | 0.0%
CCc1cc2cc(C)ccc2nc1SCC(=O)Nc1cc(C)on1 | -3.5% | 9.8 | -7.0% | -1.0% | -21.5% | -4.4% | i | 14.1% | 9.2µM*

Some of these compounds in order of the IL-1B inflam inh value, smallest number first:
molecule,SW480 rerep,IL-1B inflam inh
O=C(CCN1CCCCC1)N=Nc1c(O)[nH]c2ccccc12,18.4µM*,-74.6*
CCN(CC(=O)Nc1ccccc1C(F)(F)F)C(=O)CCSc1ccc(F)cc1,8.1%,-13.9
COc1cccc(CNC(=O)CCSCc2ccccc2F)c1,-8.4%,-6.0
CCCOCCc1nnc(N)s1,-0.4%,-0.4
CCc1ccc(/C=N/n2c(COc3ccccc3)n[nH]c2=S)cc1,-4.6%,39.8
